Screens: PubChem, several laboratories
MITF act – activators of MITF-driven TRPM1 promoter reporter, primary screen, cell-based, SK-MEL-5, luciferase, single point. SK-MEL-5 TRPM1-promoter luciferase, 24 h; % of positive control, neutral wells = 0. activation, % at 12.5 µM. actives 0.75% (n = 300,000);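 active means mean activation of at least 80% with every replicate also reaching 80%; inconclusive means mean reaches 80% but some replicate falls short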;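 further: 0% = neutral control wells and 100% = parthenolide positive control wells; values of inactives mirror those of a sister screen read the other way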
PKA-R1A act – activators of PKA-R1A holoenzyme, primary screen, biochemical, fluorescence polarization, Cy5-IP20, bovine R1A, mouse PKAc; cAMP-dependent protein kinase type I-alpha regulatory subunit (Bos taurus) + …; activation, % at 11.4 µM; actives 0.083% (n = 340,000); PKA-R1A dissociation; scaled: DMSO 0%, 113 µM cGMP 100%;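 active means percent activation above the mean of all tested compounds plus 3 SD, cut at about 19% in these data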;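 further: higher means more PKAc released from R1A so a rise in polarization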
DSG3 Ab inh – inhibitors of pemphigus antibody binding to DSG3, primary screen, biochemical, bead-based, flow cytometry, scFv-GFP; Desmoglein-3 (Homo sapiens), P32926; DSG3-coupled beads, scFv-anti-DSG3-GFP binding; hits give low values; binding (percent of control), % at 10 µM; actives 0.48% (n = 310,000);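 active means binding more than 3 SD below its plate's average and above zero; inconclusive means below that plate limit but binding exactly zero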;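 further: hits lower antibody fragment binding to DSG3; some compounds called inactive have numbers as strong as hits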
NSD2 inh – NSD2 histone methyltransferase inhibitors, primary screen, biochemical, AlphaScreen, single concentration, set 2; inhibition, % at 12.5 µM; Histone-lysine N-methyltransferase NSD2 (Homo sapiens), O96028; AID 743445, 2014; NSD2 peptide methylation, 120 min; actives 0.54% (n = 310,000); in the data active means inhibition above about 50%
Target sequence (O96028 whole entry, looked up): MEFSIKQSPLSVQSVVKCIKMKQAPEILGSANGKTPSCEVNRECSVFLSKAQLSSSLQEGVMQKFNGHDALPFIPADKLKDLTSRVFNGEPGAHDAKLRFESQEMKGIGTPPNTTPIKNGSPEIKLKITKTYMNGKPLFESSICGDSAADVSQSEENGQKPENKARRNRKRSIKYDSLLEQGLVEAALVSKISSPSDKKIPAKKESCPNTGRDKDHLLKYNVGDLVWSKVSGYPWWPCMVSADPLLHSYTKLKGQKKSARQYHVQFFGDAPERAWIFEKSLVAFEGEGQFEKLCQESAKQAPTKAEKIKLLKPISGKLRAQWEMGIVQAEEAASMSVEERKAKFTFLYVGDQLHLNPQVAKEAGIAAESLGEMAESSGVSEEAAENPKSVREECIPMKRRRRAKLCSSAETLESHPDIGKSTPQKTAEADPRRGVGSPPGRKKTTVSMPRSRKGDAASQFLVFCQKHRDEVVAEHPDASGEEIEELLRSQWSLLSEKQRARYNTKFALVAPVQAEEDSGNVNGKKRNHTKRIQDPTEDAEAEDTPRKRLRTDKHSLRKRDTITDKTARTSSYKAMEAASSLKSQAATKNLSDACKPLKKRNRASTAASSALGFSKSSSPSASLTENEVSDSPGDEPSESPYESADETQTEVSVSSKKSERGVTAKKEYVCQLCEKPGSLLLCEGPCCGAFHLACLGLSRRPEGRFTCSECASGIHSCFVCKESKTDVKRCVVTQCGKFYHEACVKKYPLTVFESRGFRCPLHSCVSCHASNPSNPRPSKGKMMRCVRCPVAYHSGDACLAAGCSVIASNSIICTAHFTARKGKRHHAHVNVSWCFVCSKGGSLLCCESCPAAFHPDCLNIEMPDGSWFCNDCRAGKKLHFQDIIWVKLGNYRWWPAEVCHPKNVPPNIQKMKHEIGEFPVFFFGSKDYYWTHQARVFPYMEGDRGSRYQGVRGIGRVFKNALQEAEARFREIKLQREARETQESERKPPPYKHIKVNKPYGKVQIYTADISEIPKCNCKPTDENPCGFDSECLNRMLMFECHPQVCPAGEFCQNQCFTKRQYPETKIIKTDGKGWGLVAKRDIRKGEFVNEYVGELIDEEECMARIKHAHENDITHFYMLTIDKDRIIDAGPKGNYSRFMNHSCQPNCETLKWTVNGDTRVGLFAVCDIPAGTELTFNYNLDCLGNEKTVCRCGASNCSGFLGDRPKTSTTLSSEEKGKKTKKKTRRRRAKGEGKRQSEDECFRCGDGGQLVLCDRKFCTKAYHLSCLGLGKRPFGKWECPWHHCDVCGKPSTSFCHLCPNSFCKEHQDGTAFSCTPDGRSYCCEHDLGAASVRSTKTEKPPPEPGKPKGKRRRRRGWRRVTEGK
dFosB activator – activators of delta FosB homodimer, primary screen, biochemical, fluorescence polarization, TAMRA-CDK5 oligo, single point. Protein FosB (Mus musculus), P13346. purified delta FosB; percent of positive-control signal above neutral wells. activation, % at 25 µM. actives 0.99% (n = 340,000). AID 493131, 2011;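 active means mean activation above about 17%, with every replicate also reaching it, limit read from the data, passing the limit was not always enough; inconclusive means only one of the two conditions met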;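 further: fluorescence polarization rise as delta FosB binds a TAMRA Cdk5 AP-1 oligo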
SR-BI HDL uptake – inhibitors of SR-BI mediated HDL lipid uptake, primary screen, ldlA[mSR-BI] cells, fluorescence, single point. actives 0.96% (n = 320,000). inhibition, % at 12.5 µM. Scavenger receptor class B member 1 (Mus musculus), Q61009. AID 488896, 2010. ldlA[mSR-BI] CHO cells, DiI-HDL uptake fluorescence, 3 h;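 active means mean replicate inhibition of at least 70% and a set share of replicates each scoring 70 or more; inconclusive means meets just one of the two criteria; inactive means fails both criteria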;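 further: 0% = median of neutral control wells and 100% = median of positive control wells; values of inactives mirror those of a sister screen read the other way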
SUMO Mot1 rescue – yeast Mot1-301 growth rescue at high temperature, primary screen, SUMOylation pathway inhibitor project, S. cerevisiae, ATP luminescence, 38.5C; actives 1% (n = 320,000); S. cerevisiae Mot1-301 growth rescue; percent above DMSO median, 100 means doubled; growth rescue, % at 18.8 µM;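 active means every valid replicate shows activation above 250% relative to neutral control wells; inactive means the rest, any valid replicate at or below 250%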;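 further: OY570 slx delta 5 strain wells were the positive control but not used for scaling; some compounds called inactive have numbers as strong as hits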
Arr AP2 block – inhibitors of beta-arrestin/AP2 binding, primary screen, biochemical, GPCR trafficking, flow cytometry; FITC-arrestin peptide / GST-AP2 beads; AP2 beta2 appendage carries R879A mutation; inhibition, % at 10 µM; beta-arrestin 1 C-terminal peptide binding to AP2 beta2-adaptin appendage (human); actives 0.31% (n = 340,000);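 active means inhibition above a set limit, near 3 SD of compounds lacking own fluorescence, cut at about 54% in these data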;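 further: plate controls were DMSO wells for no effect and 5 µM unlabelled arrestin peptide for full effect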
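Assay system: GST-AP2 R879A bound to glutathione beads, E. coli-expressed; Medium: PBS with 0.05% Tween 20 and 0.1% BSA; Also added: fluorescein-tagged arrestin peptide at 50 nM final; Timing: 12 min plus 1 h, RT; Measured by: flow cytometry, FL1 (488/535 nm); Evaluation: percent drop in bead-associated FITC signal.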
CDK5 p35 inh – inhibitors of human CDK5/p35 kinase, primary screen, biochemical, single concentration; Cyclin-dependent kinase 5 (Homo sapiens) + Cyclin-dependent kinase 5 activator 1 (Homo …; inhibition, % at 10 µM; AID 488839, 2010; actives 0.01% (n = 330,000); Recombinant CDK5/p35, ADP-Glo luminescence, 60 min;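 active means highest replicate inhibition of at least 50% and at least 75% of replicates reaching 50%; inconclusive means only one of the two criteria met; inactive means both criteria failed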;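 further: plate controls were DMSO neutral control for no effect and GW8510 at 10 µM for full effect; many of its hits are not listed in these tables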
PKA-R2B activ – activators of PKA-R2B holoenzyme, primary screen, biochemical, fluorescence polarization, Cy5-IP20, human. cAMP-dependent protein kinase catalytic subunit beta (Homo sapiens) + cAMP-dependent …. PKA-R2B holoenzyme dissociation; R2B truncated from residue 108, S112A mutant; 0% DMSO only, 100% 113 µM cGMP. activation, % at 11.4 µM. actives 0.079% (n = 340,000). AID 504700, 2011;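 active means activation above a cutoff set at the mean over all compounds plus 3 SD, cut at about 18% in these data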;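 further: higher means more holoenzyme dissociation and a rise in polarization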
SR-BI DiI-HDL act – activators of SR-BI mediated DiI-HDL uptake, primary screen, ldlA[mSR-BI] CHO cells, DiI fluorescence; 3 h; 100 = double the neutral-control signal; activation, % at 12.5 µM; actives 0.096% (n = 320,000); AID 504775, 2011;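 active means mean replicate activation of at least 60% and every replicate at or above 60%; inconclusive means mean or all-replicate condition met, but not both; inactive means mean below 60% and not all replicates reaching 60%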;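 further: 0% = median plate neutral-control signal and 100% = twice that signal; values of inactives mirror those of a sister screen read the other way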
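Test system: SR-BI-overexpressing, LDLR-lacking CHO cells; Also added: labelled HDL, 10 µg/mL; Measured by: bottom-read cell fluorescence after medium removal, ex 550/em 595 nm; Timing: 3 h uptake period with compound, 37 °C; Buffer or medium: F12, 0.5% BSA, 25 mM HEPES; Doses: single compound concentration, delivered by pin transfer.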
* hit, by the source's call; ? = inconclusive; . = no result given.

molecule	MITF act	PKA-R1A act	DSG3 Ab inh	NSD2 inh	dFosB activator	SR-BI HDL uptake	SUMO Mot1 rescue	Arr AP2 block	CDK5 p35 inh	PKA-R2B activ	SR-BI DiI-HDL act
COc1ccc(NC(=S)N2N=CCC2c2ccccc2)cc1 (centres undefined)	91*	13	109	-2	6	-3	.	-9	-0.2	1	3
Cc1c(Cl)cccc1NC(=S)N(Cc1ccco1)C(C)c1ccccn1 (centres undefined)	-7	2	102	-2	-2	.	-5	16	-1.6	-1	.
Cc1nnc(SC(C)C(=O)Nc2ccc3ccccc3c2)n1C (centres undefined)	-11	4	101	-2	-3	-32	-3	25	1.0	-8	32
COc1ccc(-c2csc(/C=C/c3ccc4c(c3)OCO4)n2)cc1OC	11	14	101	-2	-11	12	156	44	-1.0	2	-12
Cc1cc(C)n2c(Nc3ccc4c(c3)OCCO4)c(-c3ccccc3)nc2n1	.	-7	103	12	1	7	-2	-2	-1.5	-7	-7
CCn1c(CC(=O)Nc2ccccc2C)nnc1SCC(=O)NC1CCCC1	5	1	108	-2	-3	-30	0	-3	-0.2	-3	30
CCn1c(=O)c(C(=O)NC(C)C)c(O)c2ccccc21	6	-2	123	-5	-9	-4	8	29	-2.1	10	4
COc1ccc(Nc2ncc(C#N)c(N)n2)c(OC)c1	.	8	110	0	4	-6	3	16	-3.1	6	6
COc1ccccc1NC(=O)N[C@@H](Cc1c[nH]c2ccccc12)C(=O)NN	-8	-5	104	.	-4	20	4	2	0.3	-2	-20
COc1ccc(CC(C)N2CCN(Cc3ccccc3)CC2)cc1OC (centres undefined)	-3	0	111	-1	-3	.	-6	-1	0.3	-10	.
COc1ccc2cc(C(=O)c3ccccc3)c(=O)oc2c1	66	-5	95	-1	-4	-8	141	0	0.5	-5	8
OC(CNCCc1ccc(Cl)cc1)COCc1ccco1 (centres undefined)	.	-8	117	11	3	-34	-4	2	1.0	4	34
CCCCn1c(N)c(N(CC)C(=O)c2cccc(S(=O)(=O)N3CCCc4ccccc43)c2)c(=O)[nH]c1=O	16	-6	114	.	-2	-5	-4	-8	-0.1	-10	5
Cc1cc(C(=O)OCC(=O)NCc2ccc(F)cc2)c2ccccc2n1	-4	-9	112	-1	-13	-10	23	-11	0.7	-1	10
CCCc1cc(=O)oc2c3c(cc(OCC(=O)NCc4ccncc4)c12)OC(C)(C)CC3	-17	-3	104	.	-4	53	-19	-3	0.0	-11	-53
COc1ccccc1N1CCN(S(=O)(=O)CCNC(=O)c2ccc(Br)o2)CC1	2	-1	.	76*	-1	5	28	2	1.9	-3	-5
COc1ccc(CCNC(=O)C2CCN(C(=O)c3cccs3)CC2)cc1	4	-5	98	1	-3	4	.	5	-1.0	-1	-4
O=C(NCCS(=O)(=O)NCc1ccc(F)cc1)c1ccccc1	-1	-2	105	-1	-8	1	-5	7	-0.2	-2	-1
C=CCSc1nc(N)c(C(=O)Nc2ccccc2)cc1C#N	.	-1	.	1	-6	19	-23	-1	-3.6	-2	-19
COc1ccc(C(=S)N2CCCC2)cc1Br	.	1	118	2	4	-3	-7	-18	-0.4	0	3
COc1ccccc1N1CC(C(=O)NCCN2C(=O)S/C(=C\c3cccnc3)C2=O)CC1=O (centres undefined)	0	3	98	-3	-8	-11	0	-2	-0.4	-4	11
CCOc1ccc(C(=O)CCC(=O)N(CC)CC(=O)NCc2ccc(Cl)cc2)cc1	9	-6	115	-2	-4	49	-12	-6	0.0	-1	-49
N#Cc1c(Cl)cccc1-n1ccnc1	1	-2	100	1	-2	-8	23	10	0.2	4	8
Cc1noc(C)c1C(=O)NC1=NCCS1	-3	2	110	-1	-3	-18	-5	0	-2.3	-1	18
CS(=O)(=O)C1=C(O)C(=O)N(CCCC(=O)O)C1c1ccccc1F (centres undefined)	-3	1	98	0	-8	-19	-17	1	2.7	-3	19
N/C(=N\OC(=O)CCCOc1ccccc1)c1ccccc1	-1	-12	105	-8	7	-33	17	3	-0.9	2	33
COc1cc(C2NC(=O)C(C#N)=C(Nc3cccc(C)c3)S2)ccc1O (centres undefined)	.	1	102	24	2	4	-2	7	1.9	7	-4
OCCNc1ncnc2ccc(Br)cc12	-4	6	112	-1	-5	.	-18	-6	4.1	-2	.
COc1ccc(CNC(=O)CCCN2C(=O)c3ccccc3C2=O)cc1	0	-1	102	6	3	-19	-1	2	-0.9	-8	19
CCCN1CCC(NC(=O)Nc2ccc(Br)cc2)CC1	12	-1	85	2	0	3	316	-1	0.4	-7	7
CC1C(=O)CC(c2ccccc2)N(C)C1c1ccccc1 (centres undefined)	-1	-6	101	.	-8	-29	537*	5	-0.7	-7	29
OCCC1CN(Cc2cccc(OC3CCCC3)c2)CCN1Cc1ccsc1 (centres undefined)	-10	4	97	10	-10	-22	12	-34	-1.1	-3	22
CS(=O)(=O)Nc1ccc(S(=O)(=O)NCCc2ccccc2)cc1	-10	7	.	1	-2	-18	-16	-16	0.0	10	18
N#CN/C(=N\S(=O)(=O)c1ccccc1)c1ccccc1	3	-6	96	-2	5	18	27	2	-0.9	-4	-18
COc1cc(CNC2CCCCC2OC)cc(OC)c1OC (centres undefined)	4	-13	103	-1	-6	-9	-3	2	-0.1	-1	9
Cc1c(NC(=O)C2CCCO2)cccc1[N+](=O)[O-] (centres undefined)	-9	1	120	-2	-1	-18	-3	32	0.0	1	18
COc1ccc(CCNC(=O)c2cc(S(=O)(=O)N3CCC4(CC3)OCCO4)ccc2F)cc1OC	-12	-2	100	3	-7	-10	-10	21	1.2	-4	10
Cc1ccc(C(=O)N/C(N)=N/c2nc3ccccc3o2)cc1	51	2	99	0	-22	-1	11	32	0.2	-6	1
CC(NC(=O)CN(C)CC(=O)Nc1ccc(Cl)cc1)c1ccc(F)cc1 (centres undefined)	-7	4	98	-2	-8	13	-18	9	-0.4	8	.
CCCNC(=O)c1nnsc1S(=O)(=O)c1ccc(Cl)cc1	-86	1	94	3	-2	1	.	17	3.0	-5	-1
COc1ccc(S(=O)(=O)N2CCN(C(=O)c3ccco3)CC2)cc1C(C)(C)C	.	-4	107	.	-8	4	67	-4	2.0	-1	-4
Cc1ccc(NC(=O)COC(=O)C(NS(=O)(=O)c2ccc(Cl)cc2)C(C)O)cc1C (centres undefined)	1	-7	97	-2	4	12	-2	-1	-3.0	0	-12
CC(C)N(C(=O)COC(=O)c1cccc(C(=O)OCC(=O)N(C(C)C)C(C)C)n1)C(C)C	2	.	.	0	-7	-10	-7	1	1.2	.	10
CCCc1noc2c1/C(=N\O)CC(CC(C)SCC)C2 (centres undefined)	2	0	124	-1	-8	21	-4	-12	-1.8	-8	-21
COc1ccc(OC)c(NC(=O)c2[nH]c(C)c(C(C)=O)c2C)c1	.	-4	101	2	-8	?	52	-3	-0.8	-6	-71
CC(C)(C)NC(=O)NC(=O)COC(=O)c1ccc(OC(F)(F)F)cc1	-8	-16	99	-4	-13	-13	-7	4	-0.3	-11	13
O=C(NCCN1CCOCC1)C1CCC(=O)N1Cc1ccccc1Cl (centres undefined)	4	-10	100	1	1	-4	132	12	1.0	-8	4
CCOC(=O)C1=C(N)Oc2cc(C)[nH]c(=O)c2C1c1ccncc1 (centres undefined)	0	-10	104	-1	4	-13	6	-4	1.1	-4	13
Cc1ccc(S(=O)(=O)N2CCOCC2)cc1C(=O)NCCN1C(=O)S/C(=C\c2ccccc2Cl)C1=O	23	5	125	-1	-1	-5	-4	-14	-2.0	-3	5
N/C(=N\OC(=O)c1ccc(Br)cc1)c1ccccc1	70	-4	101	-1	-3	-12	10	4	2.9	-2	12
COc1ccc(S(=O)(=O)N(C)C(C)CCc2ccco2)cc1 (centres undefined)	6	4	99	0	-4	5	37	-11	-1.3	-4	-5
CC1CN(S(=O)(=O)c2ccccc2)CC(C)O1 (centres undefined)	8	0	124	-3	-7	-25	5	-7	-1.0	-9	25
CCC(=O)Nc1ccc(Cl)c(NC(=S)NC(=O)COc2ccccc2)c1	-4	0	107	3	35*	17	-23	0	-0.6	5	-17
Cc1ccc(C)c(-n2c(Cc3cc(=O)[nH]c(=O)[nH]3)nnc2SCC(=O)NCc2ccco2)c1	.	0	104	.	-3	23	1	14	0.4	-7	-23
Cc1cccc(N2CCN(C(=O)C3CCC(=O)N(C4CC4)C3)CC2)c1C (centres undefined)	-5	4	97	1	-8	1	-13	16	.	0	-1
CCOc1ccc(N=C(/C(C(=O)C(=O)N2CCOCC2)=C(/O)c2ccccc2)c2ccccc2)cc1	.	-2	.	-3	-7	4	2	2	0.0	-4	-4
c1ccc(Cc2nnc(N3CCOCC3)c3ccccc23)cc1	1	3	105	1	-3	22	3	4	-1.0	5	-22
CC(=O)Nc1nnc(SCC(=O)Nc2ccc3c(c2)OCCO3)s1	3	10	112	-1	11	-14	-9	-12	-0.8	8	14
